Screens deposited in PubChem BioAssay by several laboratories.
KCNK3 inh – human KCNK3 channel inhibition, primary screen | O14649 | CHO-KCNK3 thallium flux, FluxOR fluorescence; active compounds read low | B-score at 10 µM | hit rate 0.84% among 340,000;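 active = B-score under library mean minus 4 SD, starting fluorescence ratio at most library mean plus 5 SD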;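 note: more negative B-score means stronger inhibition of thallium flux through KCNK3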
RGS4 inh – human RGS4 inhibition; B-score at 10 µM; hit rate 0.45% among 310,000; HEK293 M3R/RGS4 inducible, Fluo-4 calcium flux; active compounds read high; triggered by carbachol at its EC20;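 active = B-score, a plate-corrected calcium signal, over three deviations above library mean, with baseline fluorescence within five deviations of library mean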;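 note: RGS4 expression induced by doxycycline in cells with stable M3 receptor; B-score is computed from the integrated fluorescence ratio over baseline after carbachol; higher B-score means a larger calcium signal and so more RGS4 inhibition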
GSK3B inh – blocks human GSK3beta kinase activity. P49841. GST-GSK3beta kinase, ADP-Glo luminescence, 60 min; active compounds read low. activity score (negative = inhibition), % at 10 µM. hit rate 0.038% among 300,000;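 active = more than half of replicate wells score below -50%, meaning over 50% inhibition versus plate controls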;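 note: 0% = median DMSO wells and -100% = median GW8510 positive control wells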
Target sequence (P49841 whole entry, looked up): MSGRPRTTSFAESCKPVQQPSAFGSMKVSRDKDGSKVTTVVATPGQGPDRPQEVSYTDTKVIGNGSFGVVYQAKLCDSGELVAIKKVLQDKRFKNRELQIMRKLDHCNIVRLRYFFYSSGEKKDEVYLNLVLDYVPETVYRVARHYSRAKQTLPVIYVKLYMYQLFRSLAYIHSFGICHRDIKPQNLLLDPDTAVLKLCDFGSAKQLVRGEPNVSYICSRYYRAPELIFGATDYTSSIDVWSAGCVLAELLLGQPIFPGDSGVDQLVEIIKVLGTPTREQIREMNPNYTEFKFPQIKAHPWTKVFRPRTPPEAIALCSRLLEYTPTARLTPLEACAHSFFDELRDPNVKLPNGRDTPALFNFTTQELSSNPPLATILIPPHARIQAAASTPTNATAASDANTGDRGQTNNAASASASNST
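Test system: GST-fused GSK3beta enzyme, cell-free | Quantity: 1.6 ng GST-GSK3beta enzyme per well | Reagent: 25 µM ATP with peptide substrate | Schedule: 60 min enzyme reaction, room temperature | Signal: Luminescent ADP-Glo measurement of ADP formed | Read-out basis: Score relative to plate controls | Control set: DMSO and 20 µM GW8510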
hERG protect – hERG (human) protection from proarrhythmic block; Q12809; CHO-hERG, FluxOR thallium flux, dofetilide IC70 present; activation (rescue from dofetilide block), less the hit threshold, % at 10 µM; hit rate 0.51% among 310,000; AID 1511;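 active = activation above the mean of controls blocked by dofetilide plus 5 SD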;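 note: thallium influx through hERG after potassium depolarization seen as dye fluorescence rise; in these data hits start at about 4.7%; inactives centre near -7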
Dyrk1A ADPGlo – Dyrk1A (rat) kinase inhibition; hit rate 0.43% among 310,000; Q63470; inhibition, % at 12.5 µM; ADP-Glo luminescence, NFATc1 peptide; in the data active = inhibition above about 50%;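 note: plate controls were vehicle with enzyme for no effect and no enzyme for full effect; many of its hits are not listed in these tables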
KCNK9 block – human KCNK9 channel inhibition | HEK293 KCNK9, FluxOR thallium flux fluorescence; active compounds read low | B-score at 10 µM | hit rate 1.2% among 310,000;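 active = ratio B-score over 3 SD below the library mean, with starting fluorescence within 5 SD of its mean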;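 note: negative B-score means less thallium flux so channel inhibition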
PolyA inh – blocks polyadenylation in yeast reporter cells; hit rate 0.02% among 300,000; S. cerevisiae SKY197-pL101 polyadenylation reporter, beta-gal luminescence; efflux-impaired pdr1/pdr3 knockout yeast; score 100 = 6 SD above DMSO; calls only at 12 µM;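 active = lowest replicate activity score at least 50, where 100 means six control SD above control mean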;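 note: yeast exposed to compound for 9 h at 30 °C; higher score means more reporter readthrough which indicates perturbed polyadenylation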
KCNQ1 pot – human KCNQ1 channel potentiation or activation | P51787 | CHO-K1 KCNQ1, thallium flux FluxOR fluorescence; active compounds read high | B-score at 10 µM | hit rate 0.35% among 310,000 | AID 2648;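 active = fluorescence ratio B-score, a plate-corrected score, at least three library SD, with initial intensity B-score within 5 SD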
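Assay system: CHO-K1 cells stably expressing KCNQ1. Medium: assay buffer for compound exposure, DMSO matched across wells. Timing: 37 °C overnight plating, 90-min dark dye load, 20-min compound pretreatment. Signal: kinetic FluxOR fluorescence, 10 s baseline plus 110 s post-stimulus.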
GSK3 alpha inh – human GSK-3 alpha kinase inhibition; P49840; hit rate 0.1% among 320,000; AID 2650; inhibition, % at 10 µM; ADP-Glo luminescence, 60 min;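 in the data active = inhibition above about 50%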;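 note: GST-tagged GSK-3 alpha with peptide substrate and 25 µM ATP; 0% = DMSO neutral wells and 100% = GW8510 positive control wells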
Target sequence (P49840 whole entry, looked up): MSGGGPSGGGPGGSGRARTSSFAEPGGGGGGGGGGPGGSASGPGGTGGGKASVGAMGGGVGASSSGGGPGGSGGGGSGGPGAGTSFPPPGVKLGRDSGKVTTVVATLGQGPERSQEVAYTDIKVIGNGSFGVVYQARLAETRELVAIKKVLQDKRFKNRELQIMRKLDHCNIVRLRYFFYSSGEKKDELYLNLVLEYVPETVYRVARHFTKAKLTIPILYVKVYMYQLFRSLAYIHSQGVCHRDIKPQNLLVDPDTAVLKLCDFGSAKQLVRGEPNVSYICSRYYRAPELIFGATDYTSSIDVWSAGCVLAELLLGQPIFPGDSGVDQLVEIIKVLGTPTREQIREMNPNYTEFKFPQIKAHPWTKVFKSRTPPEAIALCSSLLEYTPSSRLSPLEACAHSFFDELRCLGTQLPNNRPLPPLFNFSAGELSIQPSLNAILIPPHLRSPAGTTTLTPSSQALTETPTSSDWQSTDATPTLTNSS
KCNQ1 inh – blocks the human KCNQ1 potassium channel | P51787 | CHO-K1 KCNQ1, FluxOR thallium flux fluorescence; active compounds read high | B-score at 10 µM | hit rate 1.3% among 310,000 | AID 2642;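 active = compounds whose thallium flux B-score, printed positive for inhibition, exceeds three library SD while starting fluorescence stays within three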;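 note: channel opened by potassium depolarization with thallium stimulus after 20 min compound exposure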
RGS4 act – RGS4 potentiation or activation; hit rate 0.92% among 310,000; AID 463111; B-score at 10 µM; HEK293 M3R/inducible RGS4, carbachol calcium flux Fluo4; active compounds read low;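 active = B-score of the integrated calcium signal more than 4 SD below the library mean, with starting fluorescence not abnormally high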;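 note: negative B-score means reduced calcium response which marks RGS4 activation or potentiation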
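Material: M3R-expressing HEK293 line, RGS4 induced by doxycycline | Schedule: Overnight RGS4 induction, 30 min dye load 37 °C, 20 min compound RT | Measured by: Fluo4 fluorescence kinetic imaging of calcium | Read-out: Integrated calcium ratio converted to B score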
The depositor's hits bear a star; i = inactive; · = not tested or not shown. The list is partial; count on the stated rates, not on these rows.

SMILES	KCNK3 inh	RGS4 inh	GSK3B inh	hERG protect	Dyrk1A ADPGlo	KCNK9 block	PolyA inh	KCNQ1 pot	GSK3 alpha inh	KCNQ1 inh	RGS4 act
COc1cc(OC)c2c(-c3ccccc3)cc(=O)oc2c1C(CCN1CCN(c2ccccc2)CC1)c1ccc(N(C)C)cc1 (stereo not given)	i	i	0	-14	0	i	i	i	-2	i	i
Cc1ccc(N(CN2C(=O)C3CC=CCC3C2=O)C(=O)c2ccco2)cc1Cl (stereo not given)	i	i	0	4	3	i	i	i	0	i	i
CCOCCCn1c(SCc2ccccc2)nnc1-c1ccncc1	i	i	1	-1	3	i	i	i	0	i	i
C1=Nc2ccccc2CN1c1ccccc1	i	i	-1	-5	6	i	i	i	0	i	i
Cc1ccc(C)c(CN2CCNC2=O)c1	i	i	3	-8	4	i	i	i	-4	i	i
C=CCn1c(COc2ccccc2)nnc1SCc1ccc(C#N)cc1	i	i	3	-5	-1	i	i	i	·	i	i
Cn1ccnc1SCC(=O)Nc1ccc(Oc2ccccc2)cc1	i	i	7	-7	-11	i	i	i	·	i	i
CN(C)S(=O)(=O)N1CCN(S(=O)(=O)c2ccc3ccccc3c2)CC1	i	i	-3	-7	0	i	i	i	-2	i	i
O=C1C(Cc2ccc(O)cc2)NC(=S)N1C1CCCCC1 (stereo not given)	i	i	-1	-9	-1	i	i	i	-1	i	i
COc1ccc(CCN2C(=O)CC(NNC(=O)c3ccccc3Br)C2=O)cc1OC (stereo not given)	i	i	-1	1	-3	i	i	i	7	i	i
Cc1nn(-c2ccc(F)cc2)c(Cl)c1/C=N/NC(=O)c1cccs1	i	i	-3	-15	-3	i	·	i	-3	i	i
Cc1nc2scc(-c3ccccc3)c2c(=O)n1N	i	i	0	-1	7	i	i	i	0	i	i
CC(NC(=O)Nc1cccc([N+](=O)[O-])c1)c1ccc2c(c1)OCO2 (stereo not given)	i	i	-1	-11	4	i	i	i	-2	i	i
COc1cccc(NC(=O)c2ccc3c(c2)C(=O)N(CC2CCCO2)C3=O)c1 (stereo not given)	i	i	-3	-8	5	i	i	i	0	i	i
CCN(CC)S(=O)(=O)c1cccc(N=Nc2sc(N)nc2C)c1	i	i	4	-8	-1	i	i	i	-1	i	i
O=[N+]([O-])c1ccccc1S(=O)(=O)N(CC(O)CN1CCCCC1)c1ccccc1 (stereo not given)	i	i	-2	-1	11	i	i	i	-1	i	i
CCc1nc2nc(C)c(NS(=O)(=O)c3ccc(F)cc3)c(=O)n2[nH]1	i	i	0	-9	-3	i	i	i	-1	i	i
COc1ccc(NC2CCCN(C(=O)C3=NN(C)C(=O)CC3)C2)cc1OC (stereo not given)	i	i	2	-9	-3	i	i	i	1	i	i
O=S(=O)(NCC1CC1)c1cccc(S(=O)(=O)N2CCCC2)c1	i	i	-4	0	13	i	i	i	-2	i	i
CC(Oc1ccccc1)C(=O)Nc1cccc(NC(=O)c2ccco2)c1 (stereo not given)	i	i	-2	-10	-6	i	i	i	0	i	i
CCOC(=O)c1ccccc1NC(=O)Cn1cnc2c(cnn2C(C)(C)C)c1=O	i	i	3	-5	9	i	i	i	0	i	i
O=C(Nc1cccc(C(F)(F)F)c1)OCc1ccncc1	i	i	1	-7	18	i	i	i	-1	i	i
COc1cc(/C=C/c2cc(C(=O)O)c3ccccc3n2)cc(OC)c1O	i	i	2	-11	-1	i	i	i	·	i	i
CSc1ccc(S(=O)(=O)NCc2ccccc2C)cc1	i	i	2	-13	1	i	i	i	1	i	i
CC1CCN(Cc2nc(-c3ccccc3)no2)CC1	i	i	2	-11	2	i	i	i	-7	i	i

Fetched by structure from the entries so far:
SMILES	KCNK3 inh	RGS4 inh	GSK3B inh	hERG protect	Dyrk1A ADPGlo	KCNK9 block	PolyA inh	KCNQ1 pot	GSK3 alpha inh	KCNQ1 inh	RGS4 act
C1=Nc2ccccc2CN1c1ccccc1	i	i	-1	-5	6	i	i	i	0	i	i
Cc1ccc(N(CN2C(=O)C3CC=CCC3C2=O)C(=O)c2ccco2)cc1Cl (stereo not given)	i	i	0	4	3	i	i	i	0	i	i
COc1ccc(NC2CCCN(C(=O)C3=NN(C)C(=O)CC3)C2)cc1OC (stereo not given)	i	i	2	-9	-3	i	i	i	1	i	i

Other results follow.
SMILES	KCNK3 inh	RGS4 inh	GSK3B inh	hERG protect	Dyrk1A ADPGlo	KCNK9 block	PolyA inh	KCNQ1 pot	GSK3 alpha inh	KCNQ1 inh	RGS4 act
COc1ccc(CNC(=O)[C@@H]2CCCN2C(=O)[C@@H]2Cc3ccccc3CN2C(=O)OC(C)(C)C)cc1	i	i	4	-12	-5	i	i	i	-1	i	i
C/C(CC(=O)Nc1ccc(N(C)C)cc1)=N\NC(=O)c1ccc(F)cc1	i	i	2	-5	9	i	i	i	-1	i	i
CC(C)Oc1ccc(C(=O)Nc2nnc(SCC(=O)N3CCOCC3)s2)cc1	i	i	3	-10	-3	i	i	i	-2	i	i
Cc1ccccc1N(C)C(=O)C1CCCN(c2ncnc3c2nc2n3CCCCC2)C1 (stereo not given)	i	i	-6	-13	2	i	i	i	2	i	i
Cc1ccc(CNC(=O)CCC(=O)N2CC(C)Sc3ccccc32)cc1 (stereo not given)	i	i	-2	-13	-1	i	i	i	-4	i	i
CC1(C)Cc2c(cnn2-c2ccc(F)cc2)C(NC(=O)CCN2CCCCO2)C1 (stereo not given)	i	i	2	-15	-4	i	i	i	0	i	i
CC(N)C12CC3CC(C1)CC(C(C)N)(C3)C2 (stereo not given)	i	i	-2	-12	-11	i	i	i	4	i	i
COc1ccc(NC(=O)CSc2nc(N)c(-c3ccccc3)c(=O)[nH]2)cc1	i	i	0	-3	-6	i	i	i	-1	i	i
CC1=NN(c2ccccc2)C(=O)/C1=C\C=C1\N(C)c2ccccc2C1(C)C	i	i	-2	-11	5	-9.1*	i	i	-1	i	i
CCOC(=O)CC1C(=O)NCCN1C(=O)COc1ccc(C(C)(C)C)cc1 (stereo not given)	i	i	1	0	0	i	i	i	-3	i	i
C=CCSc1nc2c(c(=O)[nH]1)C(c1ccccc1)C(C#N)=C(N)O2 (stereo not given)	i	i	4	-15	15	i	i	i	1	i	i
CCOC(=O)N1CCC(NC(=O)c2ccc3c(c2)N=C(C)c2ccccc2S3)CC1	i	i	-1	-13	-11	i	i	i	-1	i	i
CC1CCCCN1C(=O)COc1ccccc1F (stereo not given)	i	i	1	-8	-7	i	i	i	-1	i	i
Cc1c(Cl)cccc1-n1c(SCC(=O)N2CCC(C(=O)O)CC2)nc2ccccc2c1=O	i	i	5	-3	-1	i	i	i	-1	i	i
O=C(C1CCC(=O)N(C2CC2)C1)N1CCN(c2ccccc2Cl)CC1 (stereo not given)	i	i	-2	-7	-2	i	i	i	-1	i	i
CCc1ccccc1NC(=S)NC1CC2CCC(C1)N2Cc1ccc(F)cc1 (stereo not given)	i	i	2	-7	0	i	i	i	-1	i	i
CS(=O)(=O)c1ccc2nc(NC(=O)c3cc4ccccc4o3)sc2c1	i	i	2	-5	3	i	i	i	1	i	i
Cc1cc(NC(=O)CSc2nc3c(c(=O)n(C)c(=O)n3C)n2C(C)C)no1	i	i	3	1	13	i	i	i	-4	i	i
Cc1cc2oc(=O)cc(CN3CCN(S(=O)(=O)/C=C/c4ccccc4)CC3)c2cc1C	i	i	0	-13	7	i	i	i	-1	i	i
COc1cccc(CNC(=O)C2CCN(S(=O)(=O)c3cccc4cccnc34)CC2)c1	i	i	-6	-9	0	i	i	i	-1	i	i
CCOC(=O)N1CCN(C(=O)/C(=C\c2ccc(SC)cc2)NC(=O)c2ccccc2)CC1	i	i	2	-5	-2	i	i	i	0	i	i
CCCOC(=O)C1=C(C)NC2=C(C(=O)CCC2)C1c1cccc(OC)c1OC (stereo not given)	i	i	-6	-8	3	i	i	i	10	i	i
COc1ccc(C(=O)c2cn[nH]c2-c2cc(Cl)ccc2O)cc1	i	i	0	-10	-6	i	i	i	5	i	i
COc1ccccc1Nc1nc(N)nc(-c2cc3ccccc3o2)n1	i	i	1	-11	3	i	i	i	-1	i	i
COc1ccccc1N(C(=O)c1csnn1)C(C(=O)NC1CCCC1)c1ccccc1 (stereo not given)	i	i	3	-2	-8	i	i	i	-2	i	i

Full records as entered above:
`Cc1c(Cl)cccc1-n1c(SCC(=O)N2CCC(C(=O)O)CC2)nc2ccccc2c1=O` in the list: KCNK3 inh = i; RGS4 inh = i; GSK3B inh = 5; hERG protect = -3; Dyrk1A ADPGlo = -1; KCNK9 block = i; PolyA inh = i; KCNQ1 pot = i; GSK3 alpha inh = -1; KCNQ1 inh = i; RGS4 act = i
`Cc1ccc(CNC(=O)CCC(=O)N2CC(C)Sc3ccccc32)cc1` (stereo not given) in the list: KCNK3 inh = i; RGS4 inh = i; GSK3B inh = -2; hERG protect = -13; Dyrk1A ADPGlo = -1; KCNK9 block = i; PolyA inh = i; KCNQ1 pot = i; GSK3 alpha inh = -4; KCNQ1 inh = i; RGS4 act = i

Continuation.
SMILES	KCNK3 inh	RGS4 inh	GSK3B inh	hERG protect	Dyrk1A ADPGlo	KCNK9 block	PolyA inh	KCNQ1 pot	GSK3 alpha inh	KCNQ1 inh	RGS4 act
CCc1ccc(NC2=CC(=O)CC(c3ccco3)C2)cc1 (stereo not given)	i	i	-2	-7	1	-7*	i	i	2	i	i
Cc1ccnc(NS(=O)(=O)c2ccc(NS(=O)(=O)Cc3ccccc3)cc2)n1	i	i	3	-7	2	i	i	i	-2	i	i
O=C(CSc1nnnn1C1CCCCC1)Nc1ccc(F)cc1	i	i	2	-6	0	i	i	i	-1	i	i
Cc1ccc(NC(=O)Cc2nn(C)c(=O)c3ccccc23)cc1F	i	i	-2	1	-11	i	i	i	1	i	i
Cc1ccc(-c2nnc(Nc3ccccc3)c3ccccc23)cc1S(=O)(=O)NCC1CCCO1 (stereo not given)	i	i	-4	-10	-1	i	i	i	-3	i	i
O=C(O)c1nn(Cc2ncc(-c3cccc(Cl)c3)o2)c(=O)c2ccccc12	i	i	-1	-17	0	i	i	i	5	i	i
O=C(Nc1cccc(Cl)c1)Nc1ccccc1C(=O)NCc1ccco1	i	i	-1	-6	1	i	i	i	8	i	i
